Bioassay records deposited in PubChem by several laboratories.
Tat transport: E. coli Tat transport inhibition. E. coli MC4100 TorA-mCherry Tat export, fluorescence. inhibition, % at 10 µM. hit rate 0.036% among 340,000. AID 488895;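 active = mean replicate inhibition at least 50% and at least half of replicates individually reaching 50%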;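 also: exported cargo escapes ClpAP degradation while cytoplasmic cargo is degraded and loses fluorescence; 0% = median of neutral control wells and 100% = median of NaSCN control wells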
HTR5A inv ag: inverse agonist of human HTR5A in OPRM1-OPRD1 counter-screen. inhibition, % at 9.3 µM. hit rate 0.083% among 340,000. HTR5A cell line, luminescence, inverse agonism. P47898; in the data active = inhibition mostly above about 23%, no sharp cut-off; inactive = mostly below about 18%;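 also: 0% = cells with DMSO and 100% = no-cell wells with DMSO; some compounds called inactive have numbers as strong as hits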
Target sequence (P47898 whole entry, looked up): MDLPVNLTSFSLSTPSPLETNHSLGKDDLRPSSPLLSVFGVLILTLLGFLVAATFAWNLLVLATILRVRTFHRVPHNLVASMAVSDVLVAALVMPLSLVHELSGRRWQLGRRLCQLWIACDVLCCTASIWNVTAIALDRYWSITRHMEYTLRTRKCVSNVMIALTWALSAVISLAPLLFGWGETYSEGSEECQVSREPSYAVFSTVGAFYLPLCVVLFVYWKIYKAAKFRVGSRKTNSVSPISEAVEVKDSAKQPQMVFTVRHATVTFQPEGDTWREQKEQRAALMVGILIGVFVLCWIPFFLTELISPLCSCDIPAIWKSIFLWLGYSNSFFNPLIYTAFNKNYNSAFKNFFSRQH
E coli growth: counter-screen for AddAB inhibitors: E. coli growth inhibition; inhibition, % at 11.9 µM; AID 449728; hit rate 0.27% among 330,000; E. coli V3065 growth, OD600 absorbance, 18 h;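 active = inhibition above the campaign's mean inhibition across all tested compounds plus 3 SD, cut at about 9.9% in these data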;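 also: uninfected addAB+ strain grown without phage in ampicillin broth; 0% = DMSO wells and 100% = ciprofloxacin 0.95 µg/ml wells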
AddAB inh: less growth of phage-infected E. coli with AddAB; E. coli expressing H. pylori AddAB, absorbance growth; hit rate 0.29% among 330,000; inhibition, % at 11.9 µM; in the data active = inhibition above about 12%;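 also: 0% = vehicle wells of infected cells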
PKA-R1A act: activators of PKA-R1A complex; activation, % at 11.4 µM; AID 504707; hit rate 0.083% among 340,000; P00514+P68181; PKA-R1A dissociation, Cy5-IP20 fluorescence polarization; scaled: DMSO 0%, 113 µM cGMP 100%;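 active = percent activation above the mean of all tested compounds plus 3 SD, cut at about 19% in these data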;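 also: higher means more PKAc released from R1A so a rise in polarization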
MOR-DOR inv ag: inverse agonist of human OPRM1-OPRD1 heterodimerization | P35372+P41143 | inhibition, % at 9.3 µM | hit rate 0.21% among 340,000 | cell-based MOR-DOR heterodimer luminescence, inverse agonism; in the data active = inhibition above about 22%, passing the limit was not always enough;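 also: 0% = cells with DMSO and 100% = wells without cells with DMSO; values of inactives mirror those of a sister screen read the other way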
MOR-DOR ag: OPRM1-OPRD1 heterodimerization agonism | cells, luminescence | P35372+P41143 | hit rate 0.3% among 340,000 | activation, % at 9.3 µM; in the data active = activation above about 18%;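 also: 0% = vehicle-treated cells and 100% = reference agonist; values of inactives mirror those of a sister screen read the other way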
PfHsp90 yeast 2: inhibits growth of yeast expressing Plasmodium falciparum Hsp90; S. cerevisiae expressing PfHsp90, BacTiter-Glo ATP, 48 h; yeast lacking PDR1 and PDR3 efflux regulators; inhibition, % at 9.4 µM; hit rate 0.32% among 310,000; AID 504621;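 active = every replicate shows inhibition above about 80%, whatever the replicate mean, limit read from the data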;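 also: 0% = DMSO neutral controls and 100% = 20 µM radicicol positive controls; yeast relying on Plasmodium falciparum Hsp90 in place of its own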
Mot1-301 SUMO: blocks SUMOylation pathway, rescuing yeast Mot1-301 growth; S. cerevisiae Mot1-301 growth rescue, ATP luminescence, 38.5C; percent above DMSO median, 100 means doubled; growth rescue, % at 18.8 µM; hit rate 1% among 320,000; AID 2716;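 active = every valid replicate shows activation above 250% relative to neutral control wells; inactive = the rest, any valid replicate at or below 250%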;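 also: OY570 slx delta 5 strain wells were the positive control but not used for scaling; some compounds called inactive have numbers as strong as hits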
phage Ecoli inh: E. coli growth loss with phage present; hit rate 0.26% among 360,000; AID 651602; growth absorbance; inhibition, % at 11.9 µM; in the data active = inhibition above about 11%
PKA-R2B activ: activates the human PKA-R2B holoenzyme complex | P22694+P31323 | PKA-R2B holoenzyme dissociation, Cy5-IP20 fluorescence polarization; R2B truncated from residue 108, S112A mutant; 0% DMSO only, 100% 113 µM cGMP | activation, % at 11.4 µM | hit rate 0.079% among 340,000 | AID 504700;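 active = activation above a cutoff set at the mean over all compounds plus 3 SD, cut at about 18% in these data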;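 also: higher means more holoenzyme dissociation and a rise in polarization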
Target sequence (P31323 whole entry, looked up, other chains not shown, the tested form may be a part): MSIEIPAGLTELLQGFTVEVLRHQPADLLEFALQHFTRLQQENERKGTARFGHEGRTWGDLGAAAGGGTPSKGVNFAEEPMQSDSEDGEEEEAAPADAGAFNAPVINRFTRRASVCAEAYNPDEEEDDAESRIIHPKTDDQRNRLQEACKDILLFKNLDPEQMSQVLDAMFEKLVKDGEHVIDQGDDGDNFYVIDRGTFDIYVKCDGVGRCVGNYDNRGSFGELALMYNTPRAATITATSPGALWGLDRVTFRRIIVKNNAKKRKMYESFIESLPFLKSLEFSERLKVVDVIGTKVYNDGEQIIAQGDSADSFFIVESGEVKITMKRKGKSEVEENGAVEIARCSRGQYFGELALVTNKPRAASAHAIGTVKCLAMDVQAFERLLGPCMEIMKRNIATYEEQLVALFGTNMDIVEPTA
Active calls of the source: *. Hits appear at their usual frequency; overall some 2.2% were active at least once.

What do the screens show for `CCOC(=O)C1=C(O)C(=O)N(Cc2ccccc2)C1`?
Tat transport: 0; HTR5A inv ag: 16; E coli growth: 2.9; AddAB inh: 0.2; PKA-R1A act: 4; MOR-DOR inv ag: 2; MOR-DOR ag: -0.4; PfHsp90 yeast 2: 7; Mot1-301 SUMO: -2; phage Ecoli inh: 1.2; PKA-R2B activ: -18

Results for Cc1ccccc1NC(=O)Cc1nc(COC(=O)c2ncc(Cl)c(Cl)c2Cl)cs1 ?
Tat transport: -1; HTR5A inv ag: 11; PKA-R1A act: 0; MOR-DOR inv ag: -7; MOR-DOR ag: 1.4; PfHsp90 yeast 2: -17; phage Ecoli inh: 2.1; PKA-R2B activ: -4

Results for Cc1ccccc1CNC(=O)c1ccccc1 ?
Tat transport: -1; HTR5A inv ag: 2; E coli growth: 2.6; AddAB inh: 0.7; PKA-R1A act: -7; MOR-DOR inv ag: -3; MOR-DOR ag: 0.5; PfHsp90 yeast 2: -17; Mot1-301 SUMO: 232; phage Ecoli inh: 0.6; PKA-R2B activ: -5

How did Cc1nnc(NC(=O)Cc2ccc(OCc3c(C)noc3C)cc2)s1 do in these assays?
Tat transport: 7; HTR5A inv ag: -34; E coli growth: 2.4; AddAB inh: 0.0; PKA-R1A act: -10; MOR-DOR inv ag: 14; MOR-DOR ag: -3.2; Mot1-301 SUMO: 2; phage Ecoli inh: -0.9; PKA-R2B activ: -1

What do the screens show for `Cc1nnc2n1N=C(c1ccccc1)CS2`?
Tat transport: -7; HTR5A inv ag: -8; E coli growth: -2.7; AddAB inh: -0.6; PKA-R1A act: 1; MOR-DOR inv ag: 4; MOR-DOR ag: -0.9; PfHsp90 yeast 2: -29; Mot1-301 SUMO: -13; phage Ecoli inh: 2.6; PKA-R2B activ: 8

How did CCn1c(SCc2c(Cl)cccc2Cl)nnc1-c1nn(-c2ccccc2)ccc1=O do in these assays?
Tat transport: 2; HTR5A inv ag: 12; E coli growth: -1.1; AddAB inh: 1.2; PKA-R1A act: 12; MOR-DOR inv ag: 5; MOR-DOR ag: -1.1; PfHsp90 yeast 2: -14; Mot1-301 SUMO: 17; phage Ecoli inh: -0.2; PKA-R2B activ: -8

Results for COc1cccc(C2=CC(=O)C[C@H](c3ccc4c(c3)OCO4)C2)c1OC ?
Tat transport: 2; HTR5A inv ag: -2; E coli growth: 2.0; AddAB inh: 1.7; PKA-R1A act: 5; MOR-DOR inv ag: 1; MOR-DOR ag: -0.2; PfHsp90 yeast 2: -2; Mot1-301 SUMO: -2; PKA-R2B activ: -14

Results for Cc1cc(OC(=O)c2cccc(C(F)(F)F)c2)c([N+](=O)[O-])c(=O)[nH]1 ?
Tat transport: 0; HTR5A inv ag: 16; E coli growth: 0.4; AddAB inh: -0.2; PKA-R1A act: -16; MOR-DOR inv ag: 13; MOR-DOR ag: -2.2; PfHsp90 yeast 2: -1; Mot1-301 SUMO: 121; phage Ecoli inh: -1.1; PKA-R2B activ: -6

What do the screens show for `O=C(C1CCCCC1)N1CCN(C(=O)C2CCCCC2)CC1`?
Tat transport: 11; HTR5A inv ag: -11; E coli growth: 1.9; AddAB inh: 2.3; PKA-R1A act: 4; MOR-DOR inv ag: 19; MOR-DOR ag: -4.1; PfHsp90 yeast 2: -4; Mot1-301 SUMO: 3; phage Ecoli inh: 0.3; PKA-R2B activ: 3

Results for CC(/C=N/NC(=O)c1cc(-c2cccs2)[nH]n1)=C\c1ccccc1 ?
Tat transport: -6; HTR5A inv ag: -9; E coli growth: -2.0; AddAB inh: 0.3; PKA-R1A act: 8; MOR-DOR inv ag: -76; MOR-DOR ag: 10; PfHsp90 yeast 2: 0; Mot1-301 SUMO: 10; phage Ecoli inh: 5.3; PKA-R2B activ: 5

Results for CC(C)(C)C(=O)Cn1ncc(N2CCCC2)c(Br)c1=O ?
Tat transport: 6; HTR5A inv ag: 5; E coli growth: -2.4; AddAB inh: 3.7; PKA-R1A act: -18; MOR-DOR inv ag: 11; MOR-DOR ag: -2.7; PfHsp90 yeast 2: 0; Mot1-301 SUMO: -5; phage Ecoli inh: 0.0; PKA-R2B activ: 8

How did Cc1ccc(S(=O)(=O)N2CCOCC2)cc1NC(=O)COC(=O)CNC(=O)c1ccc(Cl)cc1Cl do in these assays?
Tat transport: -4; HTR5A inv ag: 4; PKA-R1A act: 1; MOR-DOR inv ag: 2; MOR-DOR ag: -0.3; PfHsp90 yeast 2: -6; Mot1-301 SUMO: -1; phage Ecoli inh: 0.5; PKA-R2B activ: -2

What do the screens show for `CCOc1nc(NCCO)nc(Nc2ccc([N+](=O)[O-])cc2)n1`?
Tat transport: 6; HTR5A inv ag: 10; E coli growth: 0.2; AddAB inh: 3.4; PKA-R1A act: -7; MOR-DOR inv ag: 8; MOR-DOR ag: -1.4; PfHsp90 yeast 2: 3; Mot1-301 SUMO: 115; phage Ecoli inh: 0.4; PKA-R2B activ: 0

How did O=C(O)/C=C/C(=O)Nc1nccs1 do in these assays?
Tat transport: -2; HTR5A inv ag: -23; E coli growth: 0.6; AddAB inh: -0.4; PKA-R1A act: -11; MOR-DOR inv ag: 6; MOR-DOR ag: -1.2; PfHsp90 yeast 2: 8; Mot1-301 SUMO: -4; phage Ecoli inh: 1.8; PKA-R2B activ: -6

How did CNC(=S)NNC(=O)c1cccn(Cc2ccccc2)c1=O do in these assays?
Tat transport: 2; HTR5A inv ag: 14; E coli growth: 0.8; AddAB inh: 3.4; PKA-R1A act: 1; MOR-DOR inv ag: 7; MOR-DOR ag: -1.4; PfHsp90 yeast 2: -5; Mot1-301 SUMO: 2; phage Ecoli inh: 2.3; PKA-R2B activ: 5

What do the screens show for `O=C(NCC1CC1)Nc1cccs1`?
Tat transport: -17; HTR5A inv ag: 15; E coli growth: 0.2; AddAB inh: 1.2; PKA-R1A act: -1; MOR-DOR inv ag: 13; MOR-DOR ag: -2.6; PfHsp90 yeast 2: 2; Mot1-301 SUMO: -1; phage Ecoli inh: 3.7; PKA-R2B activ: -4

What do the screens show for `COc1ccc(C2Nc3ccc(Br)cc3C(c3ccccc3)N2CC(=O)O)cc1` (stereo unspecified)?
Tat transport: 5; HTR5A inv ag: 2; E coli growth: 0.4; AddAB inh: 0.0; PKA-R1A act: 0; MOR-DOR inv ag: 14; MOR-DOR ag: -3.0; PfHsp90 yeast 2: -7; Mot1-301 SUMO: -12; phage Ecoli inh: 3.0; PKA-R2B activ: -12

What do the screens show for `C=CCNC(=O)CSc1nnc(-c2ccccc2Cl)n1-c1c(C)n(C)n(-c2ccccc2)c1=O`?
Tat transport: -4; HTR5A inv ag: -11; E coli growth: 0.3; AddAB inh: 1.2; PKA-R1A act: -1; MOR-DOR inv ag: 11; MOR-DOR ag: -2.0; PfHsp90 yeast 2: -16; Mot1-301 SUMO: -4; PKA-R2B activ: 8

How did COc1ccc(OC)c(NC(=O)CN2C(=O)COc3ccc(S(=O)(=O)N4CCCC4)cc32)c1 do in these assays?
Tat transport: 1; HTR5A inv ag: -9; E coli growth: -1.4; AddAB inh: -0.1; PKA-R1A act: -8; MOR-DOR inv ag: -2; MOR-DOR ag: 0.4; PfHsp90 yeast 2: -2; Mot1-301 SUMO: 0; phage Ecoli inh: 2.8; PKA-R2B activ: 2

What do the screens show for `c1ccc(-c2csc(Nc3ccc4c(c3)OCCO4)n2)cc1`?
Tat transport: -4; HTR5A inv ag: 7; E coli growth: -0.7; AddAB inh: -0.1; PKA-R1A act: -1; MOR-DOR inv ag: 1; MOR-DOR ag: -0.2; PfHsp90 yeast 2: -13; Mot1-301 SUMO: 1; phage Ecoli inh: 2.9; PKA-R2B activ: -7

How did Cc1cnc(C(=O)OCC(=O)Nc2ccc(Br)c(C)c2)cn1 do in these assays?
Tat transport: 5; HTR5A inv ag: -20; E coli growth: 0.7; AddAB inh: 0.4; PKA-R1A act: 9; MOR-DOR inv ag: 8; MOR-DOR ag: -1.8; PfHsp90 yeast 2: -54; Mot1-301 SUMO: -5; phage Ecoli inh: 1.8; PKA-R2B activ: -2

How did Cc1cc(OCC(=O)N(Cc2ccco2)C2CCS(=O)(=O)C2)cc(C)c1Cl (stereo unspecified) do in these assays?
Tat transport: -1; E coli growth: -0.4; AddAB inh: 1.6; PfHsp90 yeast 2: -14; Mot1-301 SUMO: 19; phage Ecoli inh: -1.6

How did CCN(CC)CCOC(=O)c1ccc(N/C=C(/C#N)c2nc(-c3cc4ccccc4oc3=O)cs2)cc1 do in these assays?
Tat transport: -3; HTR5A inv ag: -25; PKA-R1A act: -2; MOR-DOR inv ag: 12; MOR-DOR ag: -2.2; PfHsp90 yeast 2: 14; Mot1-301 SUMO: 33; phage Ecoli inh: 2.5; PKA-R2B activ: -2

How did CCCCC(CC)C(=O)Nc1ccc(C#N)cc1 (stereo unspecified) do in these assays?
Tat transport: -12; HTR5A inv ag: -14; E coli growth: 0.5; AddAB inh: -1.6; PKA-R1A act: 2; MOR-DOR inv ag: 1; MOR-DOR ag: -0.2; PfHsp90 yeast 2: -23; Mot1-301 SUMO: 21; phage Ecoli inh: -0.2; PKA-R2B activ: 3

How did COc1ccc(NC(=O)CN(C)C(=O)CSCC(=O)Nc2ccc(C)cc2)cc1 do in these assays?
Tat transport: -5; HTR5A inv ag: -17; E coli growth: 3.9; AddAB inh: 1.3; PKA-R1A act: 9; MOR-DOR inv ag: 8; MOR-DOR ag: -1.5; PfHsp90 yeast 2: -18; Mot1-301 SUMO: -7; phage Ecoli inh: 0.1; PKA-R2B activ: -5

How did COc1ccccc1NC(=O)C(C)OC(=O)CCNS(=O)(=O)c1cccc(C(F)(F)F)c1 (stereo unspecified) do in these assays?
Tat transport: 7; HTR5A inv ag: 0; E coli growth: -2.8; AddAB inh: -3.0; PKA-R1A act: -2; MOR-DOR inv ag: 14; MOR-DOR ag: -3.8; PfHsp90 yeast 2: 1; Mot1-301 SUMO: 5; phage Ecoli inh: 2.9; PKA-R2B activ: -2

How did O=C(Cn1cnnn1)Nc1cccc(S(=O)(=O)N2CCCCC2)c1 do in these assays?
Tat transport: 6; HTR5A inv ag: -18; E coli growth: 0.8; AddAB inh: 1.2; PKA-R1A act: -17; MOR-DOR inv ag: 8; MOR-DOR ag: -1.5; PfHsp90 yeast 2: 9; Mot1-301 SUMO: 2; phage Ecoli inh: 1.2; PKA-R2B activ: -5

How did CCOC(=O)c1c(C)oc2c1c(C=NCc1ccccn1)c(O)c1ccccc12 do in these assays?
Tat transport: 13; HTR5A inv ag: -16; PKA-R1A act: -7; MOR-DOR inv ag: -75; MOR-DOR ag: 12; PfHsp90 yeast 2: 19; phage Ecoli inh: 1.5; PKA-R2B activ: -4
